TCR activator: T cell receptor activation; Potency, µM (series often up to 9.22 µM), for the others: at the highest dose activation of IL-2 secretion, usual class: activators; 330,000 tested, under 10 active; primary human leukocytes, anti-CD3, IL-2 HTRF, 48 h; note: % of control where 0% means no effect
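1) Mix primary human leukocytes, a-CD3 beads and compound. 2) Incubate 48 hr. 3) Add HTRF IL-2 reagents (a-IL-2-K, a-IL-2-d2).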
TRPV1 agonist: human TRPV1 agonism; Q8NER1; TRPV1-expressing cells, Fluo-8 calcium influx, agonist mode; activation, % at 8.33 µM; 320,000 tested, 0.19% active; in the data active = activation above about 80%; inconclusive = between about 30% and that limit; note: 0% is about no effect
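TRPV1-expressing cells were cultured overnight at 35.5C and loaded with Fluo-8 calcium dye for 40 to 90 min at room temperature. After a 10 s baseline, compound was added and calcium influx was read kinetically for 3 min (ex 480/em 520 nm).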
KCNH2 3.1 block: KCNH2 3.1 (human) potassium channel inhibition; activity change, % (tested at about 1.8 µM); U2OS KCNH2 3.1, thallium flux FluxOr; hits give low values; 340,000 tested, 0.95% active; AID 720553;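 active = maximum activity change below -70%; inconclusive = maximum activity change from -70% to -50%; inactive = maximum activity change above -50%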;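 note: thallium influx rate constant from kinetic fluorescence after stimulation buffer; % is set by controls: 0 for no effect and ±100 for the full control effect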
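We transduce U2OS cells with the mutant 3.1 virus, culture them overnight, load FluxOr with Red40 quencher for 45 min, then add stimulation buffer and read kinetically for 2 min to derive a normalized rate constant.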
TSHR antagonist: antagonists of human thyroid stimulating hormone receptor | P16473 | TSHR-expressing cells, TSH-stimulated cAMP HTRF, 2 h; hits give low values | activity change, negative = inhibition, % at 11.5 µM | 330,000 tested, 0.2% active;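 active = activity change below a set negative limit, meaning inhibition stronger than a set level, cut at about -70% in these data; inconclusive = activity change between two set negative limits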; note: % is set by controls: 0 for no effect and ±100 for the full control effect
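TSHR-expressing cells, 200/well, pre-treated with compound, then stimulated with EC80 TSH (4nM final) for 2 hours at 37 deg C. cAMP measured by competitive HTRF: anti-cAMP cryptate antibody in lysis buffer plus cAMP-d2, read after 30 minutes at room temperature.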
USP2a inh: USP2a (human) protease inhibition | Potency, µM (series often up to 38.3 µM), inactives show at the highest dose activity change, negative = inhibition, usual class: inhibitors | 330,000 tested, 0.01% active | USP2 core, Ub-CHOP2 coupled fluorogenic reporter, 485/531;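 note: potency is the fitted concentration of half-maximal effect; plate controls were DMSO wells for no effect and full inhibition by NEM control for full effect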
Target sequence (O75604 whole entry, looked up): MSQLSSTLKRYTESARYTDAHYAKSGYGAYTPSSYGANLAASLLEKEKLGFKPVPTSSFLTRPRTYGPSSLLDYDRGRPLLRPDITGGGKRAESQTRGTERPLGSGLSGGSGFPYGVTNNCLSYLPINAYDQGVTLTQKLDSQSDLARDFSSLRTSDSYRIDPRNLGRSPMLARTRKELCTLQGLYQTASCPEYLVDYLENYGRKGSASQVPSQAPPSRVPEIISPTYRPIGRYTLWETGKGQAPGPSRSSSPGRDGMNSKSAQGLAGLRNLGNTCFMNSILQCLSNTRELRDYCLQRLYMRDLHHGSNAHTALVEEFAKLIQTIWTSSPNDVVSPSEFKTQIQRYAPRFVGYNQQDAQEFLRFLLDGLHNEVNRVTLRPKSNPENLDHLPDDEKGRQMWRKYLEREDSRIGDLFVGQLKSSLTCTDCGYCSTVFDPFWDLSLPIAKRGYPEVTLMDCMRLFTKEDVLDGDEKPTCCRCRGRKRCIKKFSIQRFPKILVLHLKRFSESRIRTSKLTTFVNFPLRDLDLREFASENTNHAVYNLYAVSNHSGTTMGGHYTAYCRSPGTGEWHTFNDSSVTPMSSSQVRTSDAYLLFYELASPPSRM
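Cell-free coupled assay: 10nM USP2 core preincubated 30min RT with compound in Tris-HCl pH 8.0/CaCl2/CHAPS buffer, then 25nM Ub-CHOP2 and 25nM reporter substrate; fluorescence (Ex 485/Em 531) read after 60min RT, normalized to NEM inhibition, concentration-response curves fitted.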
A-T KAP1 phos: potential ataxia-telangiectasia treatments restoring KAP-1 phosphorylation | […] A-T fibroblasts, KAP-1 phosphorylation AlphaLISA; neocarzinostatin DNA damage 30 min before lysis | Potency, µM (series often up to 57.5 µM), for the others: at the top dose activation, hits mostly activators | 320,000 tested, 0.19% active | AID 485349; note: potency is the fitted concentration of half-maximal effect; % of control where 0% means no effect; nearly all actives have a fitted effect of over 45% in size
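ATM-like activity read as KAP-1 phosphorylation via AlphaLISA donor/acceptor antibody pairs after lysis and 6 hr at 25C. Cells were ATM-null patient fibroblasts ([…], hTERT), dosed 60 min, then exposed to the DSB inducer NCS for 30 min.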
ELG1 DNA repair: inhibitors of ELG1-dependent DNA repair in HEK293T cells | 330,000 tested, 2.3% active | HEK293T ELG1-luciferase reporter, luminescence, 16 h; DNA damage induced by 5-fluorouridine | Potency, µM (top dose mostly 46.1 µM), for inactives: top-dose activity change, negative = inhibition, actives largely listed as inhibitors; note: potency is the fitted concentration of half-maximal effect; % is set by controls: 0 for no effect and ±100 for the full control effect; nearly all actives have a fitted effect of over 55% in size
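Cells (2,000 per well) received 5-fluorouridine plus test compound or DMSO and were incubated 16 hr at 37 °C, 5% CO2. Luciferase activity was read by luminescence 30 min after ONE-Glo addition; signal suppression marked inhibition of damage-induced ELG1 function.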
hERG WT inh: inhibitors of human wildtype KCNH2 potassium channel; U2OS, BacMam KCNH2, thallium flux FluxOr; hits give low values; activity change, % at 1.84 µM; 340,000 tested, 0.37% active; AID 720551;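 active = maximum activity change below -70%; inconclusive = maximum activity change between -70% and -50%; inactive = maximum activity change above -50%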; note: % is set by controls: 0 for no effect and ±100 for the full control effect
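U2OS cells were transduced with wild-type KCNH2 virus (2.03 x 10^8 / mL) for 4 h at room temperature, then cultured overnight at 37 C. Thallium flux was read with FluxOr dye. Rate constants were normalized to DMSO controls.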
Eya2 phos inh: inhibitors of human Eya2 phosphatase activity | O00167 | Potency, µM (doses to about 76.9 µM), without a hit: at the top dose activity, negative = inhibition, usual class: inhibitors | 330,000 tested, 0.006% active | recombinant Eya2, OMFP fluorescence dephosphorylation (OMFP is methylfluorescein phosphate); note: potency is the fitted concentration of half-maximal effect; % is set by controls: 0 for no effect and ±100 for the full control effect
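Eya2 protein (added as 0.2 uM solution) was preincubated with compound for 10 min at ambient temperature in 50 mM HEPES pH 7.5, 50 mM NaCl, 5 uM MgCl2, 0.05% BSA, 1 mM DTT. OMFP (added at 50 uM) then reacted 10 min; fluorescence read at 485/525 nm.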
Mito fusion act: blocks mitochondrial division or promotes mitochondrial fusion | S. cerevisiae fusion-defective mutant growth rescue, CellTiterGlo 48 h | Potency, µM (top dose mostly 46.1 µM), for inactives: at the top dose growth rescue (activation), usual class: activators | 320,000 tested, 0.23% active | AID 485298;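 note: potency is the fitted concentration of half-maximal effect; % of control where 0% means no effect; nearly all actives have a fitted effect of over 45% in size; temperature-sensitive fusion mutants such as fzo1-1 at 37 °C on non-fermentable ethanol glycerol medium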
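Yeast fusion mutant, YPEG (non-fermentable carbon), compound, 48 h at 37C non-permissive; CellTiterGlo added, 10 min RT, luminescence read. Rescued growth = division inhibition.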
Starred values were filed as active, the others as inactive; [ ] = another dose, or the depositor's remark. Unless noted, calls come from the whole dose curve; as a rule, active = well fitted curve in the direction sought with a large enough effect; inconclusive = small, poorly fitted or top-dose-only effect, or another doubt; inactive = no such curve, though single readings can be large; an effect the other way counts as inactive or inconclusive.

How did O=c1[nH]c(-c2ccc3c(c2)OCO3)nc2c1sc(=S)n2-c1ccccc1 do in these assays?
TCR activator: -5%; TRPV1 agonist: 3; KCNH2 3.1 block: -6; TSHR antagonist: -9; USP2a inh: 3%; A-T KAP1 phos: 0%; ELG1 DNA repair: -5%; hERG WT inh: -6; Eya2 phos inh: -4%; Mito fusion act: 5%

Results for CCOC(=O)c1ccccc1NC(=O)COC(=O)CCC1CCCC1 ?
TCR activator: 0%; TRPV1 agonist: 26; KCNH2 3.1 block: -12; TSHR antagonist: 6; USP2a inh: 0%; A-T KAP1 phos: -1%; ELG1 DNA repair: 17%; hERG WT inh: -13; Eya2 phos inh: 0%; Mito fusion act: -1%

How did O=C(COc1ncnc2cc(Cl)ccc12)c1ccc2c(c1)OCCO2 do in these assays?
TCR activator: 4%; TRPV1 agonist: 15; KCNH2 3.1 block: -3; TSHR antagonist: 2; USP2a inh: -1%; A-T KAP1 phos: inconclusive; ELG1 DNA repair: inconclusive; hERG WT inh: -1; Eya2 phos inh: 2%; Mito fusion act: 0%

Results for Cc1cc2c(c(=O)o1)C1(C(=O)N(CC(=O)O)c3ccccc31)C(C#N)=C(N)O2 (stereo not drawn) ?
TCR activator: 1%; TRPV1 agonist: 2; KCNH2 3.1 block: 7; TSHR antagonist: 9; USP2a inh: 6%; A-T KAP1 phos: 2%; ELG1 DNA repair: -1%; hERG WT inh: 16; Eya2 phos inh: 1%; Mito fusion act: -3%

How did NC(=O)c1ccccc1NS(=O)(=O)c1ccc(F)cc1 do in these assays?
TCR activator: -5%; TRPV1 agonist: -1; KCNH2 3.1 block: 0; TSHR antagonist: -7; USP2a inh: 3%; A-T KAP1 phos: -1%; ELG1 DNA repair: 11%; hERG WT inh: 3; Eya2 phos inh: 1%; Mito fusion act: 10%

Results for CC1CCC(C(C)C)C(OCC(O)CNC(C)c2ccccc2)C1 (stereo not drawn) ?
TCR activator: 5%; TRPV1 agonist: 11; KCNH2 3.1 block: 10; TSHR antagonist: 4; USP2a inh: 2%; A-T KAP1 phos: -7%; ELG1 DNA repair: -17%; hERG WT inh: 6; Eya2 phos inh: -15%; Mito fusion act: 1%

Results for COC(=O)[C@@H]1C[C@@]2(O)[C@H](O)[C@H](O)[C@H](O)C[C@H]2N1Cc1cc(F)ccc1F ?
TCR activator: 0%; TRPV1 agonist: 0; KCNH2 3.1 block: 12; TSHR antagonist: 2; USP2a inh: -18%; A-T KAP1 phos: -10%; ELG1 DNA repair: inconclusive; hERG WT inh: -2; Eya2 phos inh: 6%; Mito fusion act: -6%

Results for COc1ccccc1N1CC(O)=C(c2nc3ccccc3c(=O)[nH]2)C1=N ?
TCR activator: -3%; TRPV1 agonist: -1; KCNH2 3.1 block: 0; TSHR antagonist: -19; USP2a inh: -2%; A-T KAP1 phos: -9%; ELG1 DNA repair: 2%; hERG WT inh: 3; Eya2 phos inh: -9%; Mito fusion act: 5%

How did O=C1Nc2ccccc2/C1=C/c1ccc([N+](=O)[O-])cc1 do in these assays?
TCR activator: 10%; TRPV1 agonist: -6; KCNH2 3.1 block: -3; TSHR antagonist: -2; USP2a inh: -2%; A-T KAP1 phos: 9%; ELG1 DNA repair: -4%; hERG WT inh: 19; Eya2 phos inh: -1%; Mito fusion act: -6%

How did CCN(CC(=O)Nc1c(F)cccc1F)C(=O)C1COc2ccccc2O1 (stereo not drawn) do in these assays?
TCR activator: -3%; TRPV1 agonist: 1; KCNH2 3.1 block: 25; TSHR antagonist: 34; USP2a inh: 1%; A-T KAP1 phos: -14%; ELG1 DNA repair: -2%; hERG WT inh: -4; Eya2 phos inh: 9%; Mito fusion act: 3%

How did COc1ccc(N/C=C\C(=O)c2ccc(Br)cc2)cc1OC do in these assays?
TCR activator: 2%[46.1 µM]; TRPV1 agonist: -1; KCNH2 3.1 block: -18; TSHR antagonist: -7; USP2a inh: 3%; A-T KAP1 phos: -2%; ELG1 DNA repair: inconclusive; hERG WT inh: -2; Eya2 phos inh: 4%; Mito fusion act: 3%

How did CC(O)CNc1ccc(-c2nn(C)c(=O)c3ccccc23)cc1[N+](=O)[O-] (stereo not drawn) do in these assays?
TCR activator: 5%; TRPV1 agonist: 0; KCNH2 3.1 block: 0; TSHR antagonist: 6; USP2a inh: -16%; A-T KAP1 phos: 3%; ELG1 DNA repair: inconclusive; hERG WT inh: -4; Eya2 phos inh: 0%; Mito fusion act: -2%

What do the screens show for `CCCc1nc2sc3c(SCC(=O)NCc4ccco4)ncnc3c2c2c1CCC2`?
TCR activator: 3%; TRPV1 agonist: 3; KCNH2 3.1 block: 6; TSHR antagonist: 3; USP2a inh: 3%; A-T KAP1 phos: 0%; ELG1 DNA repair: inconclusive; hERG WT inh: -12; Eya2 phos inh: 4%; Mito fusion act: 2%

How did Cn1c(SCC(=O)Nc2cccc(Br)c2)nnc1-c1cc2ccccc2o1 do in these assays?
TCR activator: 3%; TRPV1 agonist: 3; KCNH2 3.1 block: 6; TSHR antagonist: 2; USP2a inh: 1%; A-T KAP1 phos: 1%; ELG1 DNA repair: inconclusive; hERG WT inh: 3; Eya2 phos inh: 1%; Mito fusion act: -4%

What do the screens show for `CNC(=O)c1ccccc1NC(=O)C1CC(=O)N(C(C)C)C1` (stereo not drawn)?
TRPV1 agonist: -4; KCNH2 3.1 block: -1; TSHR antagonist: -6; USP2a inh: 1%; A-T KAP1 phos: 17%; ELG1 DNA repair: 1%; hERG WT inh: -1; Eya2 phos inh: 2%; Mito fusion act: 4%

How did O=C(c1ccc(S(=O)(=O)N2CCCC2)cc1)N(Cc1ccco1)C1CCS(=O)(=O)C1 (stereo not drawn) do in these assays?
TCR activator: 6%; TRPV1 agonist: 2; KCNH2 3.1 block: 0; TSHR antagonist: -9; USP2a inh: -11%; A-T KAP1 phos: 23%; ELG1 DNA repair: 10%; hERG WT inh: 2; Eya2 phos inh: -10%; Mito fusion act: -4%

Results for Cc1cc(NC(=O)c2ccc(N(C)S(=O)(=O)c3ccccc3)cc2)no1 ?
TRPV1 agonist: 5; KCNH2 3.1 block: -20; TSHR antagonist: -2; USP2a inh: -1%; A-T KAP1 phos: -1%; ELG1 DNA repair: inconclusive; hERG WT inh: 11; Eya2 phos inh: -16%; Mito fusion act: -4%

What do the screens show for `CCOc1cc(/C=N/NC(=O)c2ccncc2)ccc1OS(C)(=O)=O`?
TCR activator: 2%[46.1 µM]; TRPV1 agonist: -7; KCNH2 3.1 block: -2; TSHR antagonist: 5; USP2a inh: 0%; A-T KAP1 phos: 26%; ELG1 DNA repair: 5%; hERG WT inh: 2; Eya2 phos inh: -1%; Mito fusion act: -3%

What do the screens show for `CC(C)=CCCC1(C)C=Cc2c(c(C)cc3c2[nH]c2cc(O)ccc23)O1` (stereo not drawn)?
TCR activator: 11%; TRPV1 agonist: 11; KCNH2 3.1 block: 3; TSHR antagonist: 0; USP2a inh: -23%; A-T KAP1 phos: 32%; ELG1 DNA repair: 15%; hERG WT inh: 1; Eya2 phos inh: -26%; Mito fusion act: -4%

What do the screens show for `CC(CN1C(C)CCCC1C)OC(=O)c1ccccc1F` (stereo not drawn)?
TCR activator: 0%; TRPV1 agonist: 2; KCNH2 3.1 block: 0; TSHR antagonist: -3; USP2a inh: 2%; A-T KAP1 phos: -2%; ELG1 DNA repair: 4%; hERG WT inh: 8; Eya2 phos inh: 5%; Mito fusion act: 2%

What do the screens show for `O=C(N/N=C/c1ccco1)C1CC1`?
TCR activator: 1%[46.1 µM]; TRPV1 agonist: -9; KCNH2 3.1 block: -3; TSHR antagonist: 0; USP2a inh: -1%; A-T KAP1 phos: -4%; ELG1 DNA repair: 11%; hERG WT inh: 14; Eya2 phos inh: 3%; Mito fusion act: 14%

How did CCOC(=O)N1CCC(NC(=O)CCC(=O)N2CC(C)Oc3ccccc32)CC1 (stereo not drawn) do in these assays?
TCR activator: -2%; TRPV1 agonist: -1; KCNH2 3.1 block: 6; TSHR antagonist: 0; USP2a inh: 1%; A-T KAP1 phos: -1%; ELG1 DNA repair: -7%; hERG WT inh: -8; Eya2 phos inh: -4%; Mito fusion act: 3%

How did Cc1ccc(CN2CCN(Cc3nc(C(C)C)cs3)CC2CCO)cc1 (stereo not drawn) do in these assays?
TCR activator: 7%; TRPV1 agonist: 3; KCNH2 3.1 block: -23; TSHR antagonist: 7; USP2a inh: 0%; A-T KAP1 phos: 7%; ELG1 DNA repair: -22%; hERG WT inh: 15; Eya2 phos inh: 3%; Mito fusion act: -1%

Source: PubChem (National Center for Advancing Translational Sciences (NCATS))

This is a subset; the hit share may differ from the screen's.
